Screening results deposited in PubChem by several laboratories.
PMI act satM6P: human PMI activators, high substrate, primary screen, biochemical, fluorescence intensity, near-saturating mannose 6-phosphate; Mannose-6-phosphate isomerase (Homo sapiens), P34949; AID 1216, 2008; activation factor at 20 µM; 190,000 tested, 0.34% active; coupled PMI enzyme assay, resazurin fluorescence, 20 min; hits give high values; 1 = untreated enzyme, 0 = substrate-free blank;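 active = activation factor of 2 or more at 20 µM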
Target sequence (P34949 whole entry, looked up): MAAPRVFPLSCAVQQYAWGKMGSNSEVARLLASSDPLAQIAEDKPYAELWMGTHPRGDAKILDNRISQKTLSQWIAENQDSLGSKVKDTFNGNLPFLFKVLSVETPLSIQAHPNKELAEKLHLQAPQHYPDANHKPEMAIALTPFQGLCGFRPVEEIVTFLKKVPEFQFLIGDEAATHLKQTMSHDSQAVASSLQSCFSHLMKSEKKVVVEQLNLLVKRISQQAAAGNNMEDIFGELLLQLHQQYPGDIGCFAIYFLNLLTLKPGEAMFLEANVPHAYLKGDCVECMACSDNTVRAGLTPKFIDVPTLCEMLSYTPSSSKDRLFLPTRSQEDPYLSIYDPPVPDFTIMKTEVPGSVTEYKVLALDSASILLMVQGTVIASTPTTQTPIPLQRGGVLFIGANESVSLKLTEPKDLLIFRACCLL
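Material: human phosphomannose isomerase with PGI, G6PDH, diaphorase coupling enzymes; amount: PMI at 15 ng/mL final; also added: Mannose-6-phosphate 1.0 mM (near-saturating) plus 0.22 mM NADP+; incubation: enzyme reaction with compound 20 min at room temperature; signal: resorufin fluorescence (Ex 544/Em 590 nm) from resazurin via diaphorase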
ROMK mod: ROMK potassium channel modulators, primary screen, cell-based, thallium flux, MLSMR library; ATP-sensitive inward rectifier potassium channel 1 (Homo sapiens), P48048; Tet-inducible ROMK, thallium flux fluorescence; actives lie on both sides; B-score at 10 µM; 130,000 tested, 2% active; AID 1918, 2009;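 active = signal ratio slope over the read window, or its plate-corrected B-score, at least 3 SD from the plate mean, either direction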;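 note: B-score of the F/F0 ratio slope over 7 to 12 s after thallium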
Diaphorase act: compounds boosting diaphorase resazurin reduction – biochemical, uHTS, resorufin fluorescence, counter-screen for diaphorase-coupled primary assays, primary screen | Diaphorase/resazurin coupled assay, 16 min; hits give high values; 1 = vehicle wells, 0 = NADH-free wells | activation factor at 20 µM | 190,000 tested, 0.005% active;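 active = diaphorase activity raised at least twofold by the compound at 20 µM; inactive = activation factor below 2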
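Material: Clostridium kluyveri diaphorase, purified enzyme; Quantity: enzyme 0.07 U/mL final; Medium: HEPES pH 7.4 buffer with MgCl2 and Tween 20; Dosing: single compound dose of 20 µM, 1% DMSO final; Schedule: 16 min reaction at room temperature; Measured by: red resorufin fluorescence at 544/590 nm excitation/emission.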
PMI act: activators of human PMI, primary screen, biochemical, fluorescence intensity, near-Km mannose 6-phosphate. AID 1214, 2008. activation factor at 20 µM. purified human PMI, coupled resazurin fluorescence, 20 min; hits give high values; 1 = vehicle control, 0 substrate-free wells. 190,000 tested, 0.005% active;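 active = activation factor of 2 or more at 20 µM, relative to plate controls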
S1P3 antagonist: S1P3 receptor antagonists, primary screen, cell-based; Sphingosine 1-phosphate receptor 3 (Homo sapiens), Q99500; CHO S1P3 NFAT-BLA reporter, FRET fluorescence, antagonist mode; inhibition, % at 4.98 µM; 170,000 tested, 0.27% active; AID 485, 2006;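 active = inhibition above the plate cutoff, the mean inhibition of test wells on that plate plus 3 SD, cut at about 28% in these data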;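 note: cells challenged with S1P at its EC80 of 0.8 µM; blue over green emission ratio from cleaved BLA substrate after 4 h stimulation; 0% = S1P-stimulated wells and 100% = unstimulated DMSO-only wells; some compounds past the cut are filed as inactive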
G6PDH CS: L. mesenteroides G6PDH inhibitors, counter-screen for G6PDH-coupled screening assays, biochemical, Leuconostoc mesenteroides enzyme; Purified L. mesenteroides G6PDH, diaphorase/resazurin coupled fluorescence, 45 min; 200,000 tested, 0.12% active; glucose-6-phosphate dehydrogenase [Leuconostoc mesenteroides]; inhibition, % at 5 µM; in the data active = inhibition above about 50%
PPARg SRC-2 ag: agonists of PPARg-SRC-2 recruitment, primary screen, biochemical, HTS; Peroxisome proliferator-activated receptor gamma (Homo sapiens), P37231; PPARgamma LBD-SRC-2 recruitment; activation, % at 8 µM; 200,000 tested, 0.34% active; AID 1032, 2008; in the data active = activation above about 22%;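 note: 0% = vehicle and 100% = reference agonist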
Target sequence (P37231 whole entry, looked up, the tested form may be a part): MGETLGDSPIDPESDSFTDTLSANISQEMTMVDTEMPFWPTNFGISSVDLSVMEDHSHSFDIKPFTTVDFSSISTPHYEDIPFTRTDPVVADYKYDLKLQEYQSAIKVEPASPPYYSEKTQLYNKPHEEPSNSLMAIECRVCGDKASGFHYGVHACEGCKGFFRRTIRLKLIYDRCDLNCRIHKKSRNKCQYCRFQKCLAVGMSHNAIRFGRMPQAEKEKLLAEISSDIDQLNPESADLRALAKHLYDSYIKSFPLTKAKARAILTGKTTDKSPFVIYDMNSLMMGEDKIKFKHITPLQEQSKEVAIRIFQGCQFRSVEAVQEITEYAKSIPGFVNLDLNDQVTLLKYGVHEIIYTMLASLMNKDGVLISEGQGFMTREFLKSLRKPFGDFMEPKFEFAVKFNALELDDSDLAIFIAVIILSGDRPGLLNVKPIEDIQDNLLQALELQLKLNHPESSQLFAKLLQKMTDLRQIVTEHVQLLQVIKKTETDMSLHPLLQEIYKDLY
SRC2 TRFRET art: TR-FRET signal artefacts, primary screen, artefact control for PPARgamma SRC-2 agonist project, biochemical; 200,000 tested, 0.4% active; TR-FRET ratio at 8 µM; TR-FRET artefact counter-screen; hits give high values; in the data active = TR-FRET ratio above about 2000; note: inactives centre near 1500
PPARg SRC-3 ag: PPARgamma agonists recruiting SRC-3 coactivator, primary screen, biochemical | biochemical PPARgamma/SRC-3 coactivator recruitment assay | activation, % at 8 µM | 200,000 tested, 0.26% active | AID 731, 2007; in the data active = activation above about 23%;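 note: 0% = DMSO and 100% = reference agonist; some compounds past the cut are filed as inactive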
Diaph inh CS: diaphorase inhibitors and chemical oxidizers, primary screen, counter-screen for diaphorase-coupled primary assays, biochemical, uHTS, resorufin fluorescence. diaphorase resazurin-to-resorufin fluorescence, NADH, 16 min; bacterial (C. kluyveri) enzyme, not human. inhibition, % at 20 µM. 190,000 tested, 0.69% active. AID 1217, 2008;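 active = primary screen inhibition at 20 µM above a set limit, cut at about 50% in these data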;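 note: plate controls were DMSO with full reaction for no effect and wells lacking NADH for full effect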
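System: Bacterial diaphorase enzyme (C. kluyveri) | Incubation: 16-min room-temperature incubation before reading | Benchmarks: No-NADH positive control and DMSO neutral control | Measured by: Resorufin fluorescence 544/590 nm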
PPARg SRC1 recr: PPARgamma agonists recruiting SRC-1 coactivator, primary screen, biochemical. Peroxisome proliferator-activated receptor gamma (Homo sapiens), P37231. PPARgamma-SRC-1 coactivator recruitment biochemical assay. activation, % at 8 µM. 200,000 tested, 0.41% active. AID 631, 2007; in the data active = activation above about 19%;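 note: 0% = DMSO and 100% = reference agonist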
The depositor's hits bear a star; . = no result given.

SMILES	PMI act satM6P	ROMK mod	Diaphorase act	PMI act	S1P3 antagonist	G6PDH CS	PPARg SRC-2 ag	SRC2 TRFRET art	PPARg SRC-3 ag	Diaph inh CS	PPARg SRC1 recr
O=C(CN1CCOCC1)N1N=C(c2cccs2)CC1c1cccs1 (centres undefined)	1	1.42	1	1	0.9	-1.1	1.7	1545	-4.7	4.1	-6.9
COc1ccc(N2CCCn3c2nc2c3c(=O)n(Cc3ccccc3F)c(=O)n2C)cc1	1	.	0.9	0.9	.	0.6	.	.	.	6.2	.
COc1ccc(-c2noc(CN3CCC(Cc4ccccc4)CC3)n2)cc1	0.9	-0.239	0.9	1	-8.5	9.7	-0.2	1520	6.3	14.0	2.0
CCCNC(=O)C12CCC(C)(c3nc4cc(C)c(C)cc4nc31)C2(C)C (centres undefined)	1	-1.94	0.9	1	-6.9	2.7	-4.1	1601	0.5	8.3	0.0
Cc1ccc(-n2c(C)cc3c2CCCC3=O)cc1	0.9	-0.971	0.8	0.9	16.1	-21.2	10.2	1768	-0.9	16.6	4.4
O=C(c1ccccc1)N1CCCCC(Cl)C1=O (centres undefined)	1	-0.164	1	1	-10.4	2.2	9.5	1641	6.3	2.4	3.0
Cc1cc(C(F)(F)F)nc(SCc2ccc(C(=O)O)o2)n1	1	.	0.9	1.1	-47.9	6.3	-8.6	1516	-1.4	7.2	-7.3
CC(C)Cc1nnc(NC(=O)CCC(=O)N2CCOCC2)s1	1	.	0.9	0.9	0.5	-6.3	6.0	1463	2.3	12.2	9.5
CCSc1nnc([C@H](C)NC(=O)OC(C)(C)C)o1	1	0.471	0.8	1	-11.4	5.0	-6.4	1582	-7.4	18.3	-2.6
COc1ccccc1NC(=O)C1=C(C)Nc2nc(-c3ccccc3)nn2C1c1ccccn1 (centres undefined)	1	0.826	0.9	1	.	-3.0	3.2	1507	-10.7	14.3	0.2
O=C(c1ccc2snnc2c1)N1CCCC1	1	.	0.9	0.9	-19.5	1.3	2.1	1510	-3.0	9.8	0.4
CC(C)Cn1c(CNC(=O)c2ccccc2)nc2ccccc21	1	-0.0139	0.8	0.9	.	4.1	4.2	1644	8.9	17.2	0.6
CCC1NC(=S)N(C2CCCCC2)C1=O (centres undefined)	0.9	.	1	0.9	.	12.7	-3.8	1575	2.1	2.2	-1.4
CCOc1cc(N2CCOCC2)c(OCC)cc1NC(C)C(=O)N1CCN(CC)CC1 (centres undefined)	0.4	.	0.5	0.8	-19.7	30.6	11.6	1571	0.8	47.7	6.2
CCCOc1ccc(N2C(=O)CC(N(Cc3ccco3)C(C)=O)C2=O)cc1 (centres undefined)	1	-0.592	0.9	1	-19.1	4.7	3.6	1599	-2.1	5.3	-8.4
Cc1cnc(NC(=O)COc2ccccc2Cl)s1	1	.	0.8	1	-9.7	-2.5	-6.3	1505	-16.1	15.5	1.4
O=C(NC1(C(F)(F)F)C(=O)Nc2c1c(=O)[nH]c(=O)n2Cc1ccccc1)c1ccc(Cl)cc1 (centres undefined)	1.1	-0.16	0.9	1.1	.	9.8	1.5	1489	-7.7	6.6	2.7
Cc1ccc([N+](=O)[O-])cc1S(=O)(=O)N1CCNCC1	1	-0.963	0.9	1.1	-4.5	0.0	1.0	1610	1.5	10.0	-1.6
c1ccc(Cn2c(SCc3nc4ccccc4s3)nnc2-c2ccco2)cc1	1.4	.	0.8	1.1	10.7	-7.4	2.1	1514	-5.6	18.3	-3.5
COc1ccc(NC(=O)Nc2sc(=S)n(C)c2C)cc1	1	-0.0807	1	0.9	4.6	21.3	0.5	1506	6.0	-2.8	4.7
O=C(O)C1CC=CCC1C(=O)Nc1ccc(F)c(F)c1 (centres undefined)	1.6	.	0.9	1.4	-1.1	3.4	6.7	1519	-5.1	7.0	-2.0
CSc1nc(SC)c2c3c(oc2n1)COC(C)(C)C3	1	.	0.8	1	-2.8	15.1	-5.2	1404	-5.9	17.6	-8.6
O=C(NCC1CCCO1)c1cc2c(s1)CS(=O)(=O)C2 (centres undefined)	1	0.234	1.1	1	-16.1	-2.4	6.1	1620	2.8	-7.9	-1.0
CN(C)C(=S)SCC(=O)NC(=O)NC(C)(C)C	1	0.147	0.9	1	8.6	6.8	-0.3	1422	2.4	7.9	3.4
CCc1ccccc1NC(=O)CSc1nc2n[nH]c(C)c2c(=N)n1-c1ccc(OC)cc1	1	.	0.9	1	-1.6	10.4	4.8	1661	3.1	10.2	12.7
Cc1ccc(/C=C/C(=O)NCCCN2CCN(CCCNC(=O)/C=C/c3ccc(C)o3)CC2)o1	1	-0.716	0.9	1	0.2	5.4	10.2	1565	2.4	5.6	4.5
CC1CCCCC1NC(=O)c1cncc(Br)c1 (centres undefined)	1	.	0.9	1	19.5	-1.3	11.9	1741	12.0	10.1	5.8
CC(=O)c1cc(-c2ccccc2)n(CC(=O)NC2CCCCC2)c1C	1	0.44	0.9	1	-4.9	3.8	12.2	1735	3.8	14.6	7.4
Cn1c(Cn2nnc3ccccc32)nnc1SCC(=O)N1c2ccccc2Sc2ccccc21	1	.	0.9	1.1	-11.7	6.6	6.5	1478	11.0	8.5	1.5
Cc1cccc(NC(=O)c2ccc(OCC(=O)NCc3ccccc3)cc2)c1C	1	0.28	1	1.1	.	3.4	-3.1	1496	0.5	-1.8	-5.6
Cc1nc(-c2cccnc2)sc1C(=O)Nc1ccc(C(F)(F)F)cc1	1	.	0.9	0.9	.	-10.1	6.2	1591	3.8	9.9	7.0
CCOC(=O)c1nnn(-c2nonc2N)c1COc1cc(C)c(Cl)c(C)c1	0.9	-0.000354	0.8	0.9	57.7*	-17.1	-2.1	1562	1.0	18.4	4.7
CC(=O)NC1(C(F)(F)F)N=C2SCCN2C1=O (centres undefined)	1	-0.933	1	1	.	0.6	3.1	1422	-5.8	-0.2	3.1
Cc1ccc(NCC(=O)N/N=C\c2ccc([N+](=O)[O-])o2)cc1	1	-0.67	0.9	1	.	3.1	2.7	1620	-2.0	7.1	12.2
C=CCNc1oc(-c2cccs2)nc1C#N	0.9	-2.15	0.8	0.9	.	3.0	2.0	1435	8.8	22.1	10.9
CC1=NN(/C(=N\c2nnc(C)s2)Nc2ccccc2)[C@H](c2cccc3ccccc23)S1	0.8	.	0.8	0.8	.	9.8	2.0	1368	-10.2	22.0	2.8
O=C(COc1ccccc1)NNC(=O)c1cc2ccccc2o1	0.9	-0.0706	0.8	1	-6.0	-10.3	-2.4	1487	-2.4	18.5	-7.2
COC(=O)c1cc(OC)c(OC)cc1NC(=S)N1CCN(c2ccccc2)CC1	0.9	.	0.8	0.9	.	-47.9	-0.2	1599	12.9	19.8	3.0
Cc1ccc(C(=O)COC(=O)CCc2nc3ccccc3[nH]c2=O)cc1C	1.1	0.0143	1	1.1	0.4	-0.3	-8.0	1394	-4.0	-0.1	-1.0
Cc1cc2nc(C(F)(F)F)[nH]c(=O)n2n1	1	0.735	0.8	1	-13.8	1.2	3.4	1540	-4.7	23.3	1.9
O=C(O)c1cccc(Cn2cc(Cl)cn2)c1	1	0.866	0.9	0.9	0.2	-1.7	7.3	1704	-2.6	9.0	10.3
CCC(OCC(O)CN1CCN(CCN2C(=O)c3cccc4cccc(c34)C2=O)CC1)c1ccccc1 (centres undefined)	1.4	-3.63*	1.1	1.3	9.8	11.0	2.5	1621	3.0	-13.7	7.5
COc1ccccc1N(C)S(=O)(=O)c1ccc(C(=O)OCC(=O)N(C(C)C)C(C)C)cc1	1	0.113	0.9	1	-10.1	2.1	-0.6	1673	4.2	10.5	-5.1
Cn1cnnc1SCC(=O)NNC(=O)COc1ccc(Br)cc1	0.9	0.184	0.9	0.9	-11.3	7.0	6.0	1621	3.9	12.8	1.5
Cc1ncc(C[n+]2csc(C)c2C)c(N)n1	0.9	-0.0433	0.9	0.9	-13.5	14.7	-1.9	1607	2.2	14.8	5.1
O=C(NCc1ccccn1)C1CCN(Cc2cccc(OCc3ccccc3)c2)CC1	1.2	-0.982	1	1.2	2.2	5.3	-4.6	1526	5.1	-0.4	-1.8
Cn1nc(-c2ccccc2)c(CO)c1Sc1ccccc1	1	-0.693	0.9	0.9	-14.4	0.0	3.3	1750	2.3	7.8	-3.9
CN1/C(=C/C=C(/C#N)C(N)=O)C(C)(C)c2ccccc21	1	.	0.9	1.1	.	10.4	2.3	1511	6.7	11.6	-2.1
Cc1ccc2cc(C(c3nnnn3Cc3ccccc3)N3CCc4ccccc43)c(=O)[nH]c2c1 (centres undefined)	1.2	-0.0254	0.6	0.9	.	-2.9	2.6	1728	1.4	41.0	0.3
CCCCOc1nc2ccccc2nc1C(C#N)S(=O)(=O)c1ccccc1 (centres undefined)	1.1	-1.35	0.8	1	-7.9	0.6	-10.6	1428	-2.6	21.3	-9.3
COc1ccc(N=CC2=C(O)c3ccccc3C2=O)c(OC)c1	0.7	.	0.9	0.9	.	3.9	-4.3	1715	5.8	6.6	1.6
Cc1ccc(Cn2ccc(C3CC3)n2)cc1	1	0.974	0.9	1	7.1	-3.1	2.4	1859	-0.7	7.0	4.9
Cc1ccc2occ(C(c3nnnn3Cc3ccccc3)N3CCOCC3)c(=O)c2c1 (centres undefined)	0.9	.	1	1	10.5	5.0	-2.2	1457	0.7	-0.2	-1.4
COc1ccc(C(=S)N2CCCCCC2)cc1	1	0.65	0.8	0.9	.	7.1	-4.5	1526	-7.6	15.5	5.4
CN(C)/C=C/C(=O)c1cc(N2CCOCC2)ccc1[N+](=O)[O-]	0.4	0.0916	0.7	0.7	1.7	8.8	2.2	1702	-2.7	29.8	0.3
